# CXXC DNA block: blocks binding of human MLL CXXC domain to DNA; 290,000 compounds, 0.037% hits; MLL-CXXC / FITC-HOXA9 DNA fluorescence polarization; Potency, µM (highest dose often 115 µM), inactives show at the top dose activity change, negative = inhibition, hits mostly inhibitors; Q03164; active = well fitted inhibition curve with a large enough effect in the polarisation, with a control signal flat, not every such curve was filed as active; inconclusive = small, poorly fitted or top-dose-only effect, or effect the other way, or a change in a side signal; inactive = no such curve, though single readings can be large or run the other way; the % refers to the polarisation; note: potency is the fitted concentration of half-maximal effect
# Target sequence (Q03164 whole entry, looked up, the tested form may be a part): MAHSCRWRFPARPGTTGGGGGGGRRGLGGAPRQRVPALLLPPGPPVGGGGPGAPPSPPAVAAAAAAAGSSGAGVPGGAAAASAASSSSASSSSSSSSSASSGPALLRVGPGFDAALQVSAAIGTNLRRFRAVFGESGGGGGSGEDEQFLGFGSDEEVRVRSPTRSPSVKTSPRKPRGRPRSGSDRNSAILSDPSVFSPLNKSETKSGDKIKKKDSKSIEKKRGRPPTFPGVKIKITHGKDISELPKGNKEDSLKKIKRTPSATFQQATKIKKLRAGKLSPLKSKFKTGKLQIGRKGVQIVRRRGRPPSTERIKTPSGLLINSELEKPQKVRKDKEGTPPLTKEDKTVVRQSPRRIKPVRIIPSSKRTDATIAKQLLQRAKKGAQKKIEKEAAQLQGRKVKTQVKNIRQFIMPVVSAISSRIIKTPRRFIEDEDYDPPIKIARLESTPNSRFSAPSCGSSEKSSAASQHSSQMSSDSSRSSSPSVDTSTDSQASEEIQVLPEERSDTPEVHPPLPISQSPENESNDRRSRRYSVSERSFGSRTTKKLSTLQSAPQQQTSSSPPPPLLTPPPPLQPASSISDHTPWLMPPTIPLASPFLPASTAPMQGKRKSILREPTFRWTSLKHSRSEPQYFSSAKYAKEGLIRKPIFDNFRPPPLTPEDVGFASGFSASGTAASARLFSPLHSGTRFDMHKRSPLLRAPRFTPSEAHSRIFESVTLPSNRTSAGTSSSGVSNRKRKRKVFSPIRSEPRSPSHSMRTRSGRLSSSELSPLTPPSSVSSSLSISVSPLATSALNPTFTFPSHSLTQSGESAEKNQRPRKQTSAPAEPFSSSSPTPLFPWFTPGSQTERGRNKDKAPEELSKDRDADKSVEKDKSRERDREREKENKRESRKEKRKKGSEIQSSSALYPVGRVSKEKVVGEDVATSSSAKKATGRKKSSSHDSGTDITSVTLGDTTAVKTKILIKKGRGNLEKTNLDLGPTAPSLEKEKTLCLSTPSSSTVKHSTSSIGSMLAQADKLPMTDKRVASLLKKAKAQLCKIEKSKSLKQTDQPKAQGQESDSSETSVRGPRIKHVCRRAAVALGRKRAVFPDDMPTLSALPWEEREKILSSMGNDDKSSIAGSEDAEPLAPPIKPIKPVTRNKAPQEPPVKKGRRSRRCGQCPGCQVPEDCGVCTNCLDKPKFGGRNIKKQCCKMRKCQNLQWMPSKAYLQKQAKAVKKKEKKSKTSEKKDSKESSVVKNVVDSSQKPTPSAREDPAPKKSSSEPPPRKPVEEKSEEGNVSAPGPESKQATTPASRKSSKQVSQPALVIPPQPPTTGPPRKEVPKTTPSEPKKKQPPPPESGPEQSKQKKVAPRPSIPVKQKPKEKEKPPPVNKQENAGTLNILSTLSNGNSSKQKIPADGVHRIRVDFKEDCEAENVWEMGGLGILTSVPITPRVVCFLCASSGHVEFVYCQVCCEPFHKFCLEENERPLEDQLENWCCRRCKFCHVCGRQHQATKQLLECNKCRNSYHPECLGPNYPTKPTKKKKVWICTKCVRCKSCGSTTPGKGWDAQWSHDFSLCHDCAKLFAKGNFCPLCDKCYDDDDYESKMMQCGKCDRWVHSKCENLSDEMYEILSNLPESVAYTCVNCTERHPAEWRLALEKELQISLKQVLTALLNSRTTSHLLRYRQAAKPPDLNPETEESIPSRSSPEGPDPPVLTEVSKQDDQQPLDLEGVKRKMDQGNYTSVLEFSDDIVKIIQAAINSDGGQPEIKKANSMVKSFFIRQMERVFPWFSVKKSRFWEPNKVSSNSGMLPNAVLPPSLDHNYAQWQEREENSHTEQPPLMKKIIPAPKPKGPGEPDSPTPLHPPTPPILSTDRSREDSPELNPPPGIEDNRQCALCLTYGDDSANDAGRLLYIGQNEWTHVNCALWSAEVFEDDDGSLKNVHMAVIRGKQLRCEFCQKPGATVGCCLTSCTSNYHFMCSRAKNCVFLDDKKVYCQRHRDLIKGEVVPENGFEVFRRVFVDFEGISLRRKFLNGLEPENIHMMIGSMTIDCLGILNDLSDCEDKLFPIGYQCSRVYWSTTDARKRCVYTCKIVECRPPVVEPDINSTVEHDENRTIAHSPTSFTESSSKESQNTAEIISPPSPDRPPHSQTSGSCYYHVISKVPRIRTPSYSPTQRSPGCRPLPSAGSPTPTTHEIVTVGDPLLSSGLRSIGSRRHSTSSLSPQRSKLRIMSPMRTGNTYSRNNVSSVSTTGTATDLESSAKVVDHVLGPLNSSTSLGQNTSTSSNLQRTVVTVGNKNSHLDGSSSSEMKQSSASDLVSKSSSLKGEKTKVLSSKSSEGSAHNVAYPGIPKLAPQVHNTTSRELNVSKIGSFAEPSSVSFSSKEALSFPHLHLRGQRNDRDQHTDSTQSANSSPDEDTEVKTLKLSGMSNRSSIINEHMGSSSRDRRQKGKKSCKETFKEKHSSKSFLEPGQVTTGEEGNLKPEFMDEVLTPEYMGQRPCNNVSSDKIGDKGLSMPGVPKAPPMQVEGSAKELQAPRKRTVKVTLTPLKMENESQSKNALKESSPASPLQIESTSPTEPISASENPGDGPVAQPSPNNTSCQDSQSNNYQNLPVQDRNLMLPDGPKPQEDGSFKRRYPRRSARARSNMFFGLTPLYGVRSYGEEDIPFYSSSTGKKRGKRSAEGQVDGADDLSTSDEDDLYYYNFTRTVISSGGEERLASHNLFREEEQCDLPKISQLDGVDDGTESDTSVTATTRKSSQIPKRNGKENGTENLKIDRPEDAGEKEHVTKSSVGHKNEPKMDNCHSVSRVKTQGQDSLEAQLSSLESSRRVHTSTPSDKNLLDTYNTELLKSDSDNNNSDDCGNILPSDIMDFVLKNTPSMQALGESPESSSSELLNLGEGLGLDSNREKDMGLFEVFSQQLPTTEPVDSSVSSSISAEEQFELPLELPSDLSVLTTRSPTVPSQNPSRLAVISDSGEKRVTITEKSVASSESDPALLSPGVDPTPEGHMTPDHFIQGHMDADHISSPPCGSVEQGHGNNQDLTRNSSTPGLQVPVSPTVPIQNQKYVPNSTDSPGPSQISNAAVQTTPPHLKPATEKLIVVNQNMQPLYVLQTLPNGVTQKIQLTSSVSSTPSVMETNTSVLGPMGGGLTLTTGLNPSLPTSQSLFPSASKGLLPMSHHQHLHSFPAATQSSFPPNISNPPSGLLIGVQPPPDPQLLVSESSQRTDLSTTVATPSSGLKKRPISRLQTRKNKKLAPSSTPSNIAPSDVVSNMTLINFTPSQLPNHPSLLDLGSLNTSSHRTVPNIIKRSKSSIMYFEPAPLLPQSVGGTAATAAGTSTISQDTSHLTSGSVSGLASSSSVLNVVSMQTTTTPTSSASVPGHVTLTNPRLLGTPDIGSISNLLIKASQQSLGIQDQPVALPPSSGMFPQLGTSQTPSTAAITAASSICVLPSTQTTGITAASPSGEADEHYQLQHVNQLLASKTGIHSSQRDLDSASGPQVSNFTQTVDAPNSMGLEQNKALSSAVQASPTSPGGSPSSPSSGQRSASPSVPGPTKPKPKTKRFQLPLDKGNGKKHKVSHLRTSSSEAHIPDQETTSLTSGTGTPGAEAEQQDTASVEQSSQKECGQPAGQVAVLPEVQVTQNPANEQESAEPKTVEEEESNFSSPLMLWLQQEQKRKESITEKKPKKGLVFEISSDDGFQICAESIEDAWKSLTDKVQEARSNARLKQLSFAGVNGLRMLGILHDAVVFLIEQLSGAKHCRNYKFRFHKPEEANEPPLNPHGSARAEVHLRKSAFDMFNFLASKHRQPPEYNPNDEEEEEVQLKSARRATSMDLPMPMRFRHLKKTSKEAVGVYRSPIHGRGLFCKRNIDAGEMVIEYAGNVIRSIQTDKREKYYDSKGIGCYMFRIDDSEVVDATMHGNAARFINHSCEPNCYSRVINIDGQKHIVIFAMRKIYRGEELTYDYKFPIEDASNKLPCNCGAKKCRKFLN
#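 Purified MLL-CXXC (added from a 7 uM solution) was preincubated 5 min at ambient with pinned compounds in 50 mM Tris-HCl pH 7.5, 50 mM NaCl, 1 mM DTT, 0.05% BSA. Fluorescein-labeled HOX-A9 DNA (50 nM solution) followed, 30 min, then polarization read.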
# TCR activator: T cell receptor activation; primary human leukocytes, anti-CD3, IL-2 HTRF, 48 h; Potency, µM (series often up to 9.22 µM), inactives show at the highest dose activation of IL-2 secretion, most hits filed as activators; 330,000 tested, under 10 active; AID 504894; note: % of control where 0% means no effect
#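 Using a-CD3 beads without co-stimulation, primary human leukocytes were exposed to compounds for 48 hr. An HTRF IL-2 kit measured the cytokine, with europium-to-d2 energy transfer producing emission at 665nm upon 320nm excitation.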
# Giardia kill: Giardia lamblia killing; Giardia lamblia trophozoite viability; activity change, % at 7.66 µM, hits read low; 340,000 compounds, 0.15% hits; in the data active = activity change below about -80%; inconclusive = between about -30% and that limit;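 note: parasites exposed to compound for two days anaerobically before the ATP read; % is set by controls: 0 for no effect and ±100 for the full control effect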
#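 Trophozoites 100 cells/well + cpd; 48 hrs, 37 deg C, anaerobic. ATPLite 1-Step added, 15-30 min RT, luminescence read (ATP-based viability).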
# BCR signal inh: chronic active BCR signaling inhibition; ABC-DLBCL IkBa-CBG/CBR reporter, luminescence ratio, 4 h; 340,000 compounds, 0.05% hits; Potency, µM (titrated, usually from 46.1 µM), for inactives: top-dose ratio change, negative = lower green/red ratio, most hits filed as inhibitors; active = well fitted inhibition curve with a large enough effect in the signal ratio, with a control signal flat, not every such curve was filed as active; inconclusive = small, poorly fitted or top-dose-only effect, or effect the other way, or a change in a side signal; the % refers to the signal ratio;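 note: potency is the fitted concentration of half-maximal effect; plate controls were basal doxycycline-induced cells for no effect and cells given 10 µM MG132 for full effect; MG132 reads +100%, hits lower the ratio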
#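 Concentration-response series (up to 46 uM) were applied to TMD8 dual-reporter cells for 4 h at 37C with doxycycline. Green/red ratio, after filter-overlap correction, defined %Activity; red signal alone was normalised to basal cells and zero luminescence.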
# TSHR antagonist: human thyrotropin receptor antagonism; 330,000 compounds, 0.2% hits; activity change, negative = inhibition, % at 11.5 µM; TSHR-expressing cells, TSH-stimulated cAMP HTRF, 2 h; hits give low values; AID 504810;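 active = activity change below a set negative limit, meaning inhibition stronger than a set level, cut at about -70% in these data; inconclusive = activity change between two set negative limits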; note: % is set by controls: 0 for no effect and ±100 for the full control effect
#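 Inhibition of cAMP made by TSHR-expressing cells under TSH stimulation (4nM final, EC80; 2 h, 37 deg C) is quantified with a one-step lysis HTRF kit, anti-cAMP cryptate versus cAMP-d2.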
# Tb PFK block: T. brucei PFK enzyme inhibition. 330,000 compounds, 0.17% hits. T. brucei PFK, ADP-Glo luminescence. AID 485367. Potency, µM (series often up to 57.5 µM), for the others: at the highest dose activity, negative = inhibition, most hits filed as inhibitors. O15648;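 note: potency is the fitted concentration of half-maximal effect; 0% = uninhibited 1x PFK enzyme wells and -100% = no-enzyme wells; nearly all actives have a fitted effect of over 60% in size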
#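 Activity is normalized to no-enzyme wells (full inhibition) and 1.25 nM enzyme wells (no inhibition). Reaction: 0.5 mM F6P, 0.1 mM ATP, 45 min RT, ADP-Glo luminescence; concentration-response curves fitted and classed by quality.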
# FBPA coupling cs: counter-screen for Giardia aldolase inhibitors: coupling enzyme system. coupling enzyme system counterscreen, AmpLite Red fluorescence. activity change, negative = inhibition, % at 58.2 µM, hits read low. 290,000 compounds, 0.67% hits. AID 2472; in the data active = activity change below about -30%; note: % is set by controls: 0 for no effect and ±100 for the full control effect
#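 Counterscreen lacking aldolase: glyceraldehyde-3-phosphate coupling-enzyme reagent preincubated 10 min at RT with compound (at 57.5 uM final), then substrate/coupling system with AmpLite Red added; fluorescence read at 525/598 nm after 20 min RT.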
# AT treatment: candidate therapy for ataxia-telangiectasia; […] A-T fibroblasts, KAP-1 phosphorylation AlphaLISA; neocarzinostatin DNA damage 30 min before lysis; Potency, µM (titrated, usually from 57.5 µM), for inactives: top-dose activation, most hits filed as activators; 320,000 compounds, 0.19% hits; AID 485349; note: potency is the fitted concentration of half-maximal effect; % of control where 0% means no effect; nearly all actives have a fitted effect of over 45% in size
#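 ATM-like activity read as KAP-1 phosphorylation via AlphaLISA donor/acceptor antibody pairs after lysis and 6 hr at 25C. Cells were ATM-null patient fibroblasts ([…], hTERT), dosed 60 min, then exposed to the DSB inducer NCS for 30 min.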
# hERG WT inh: blocks the wildtype human KCNH2 potassium channel; Q12809; U2OS, BacMam KCNH2, thallium flux FluxOr; hits give low values; activity change, % at 1.84 µM; 340,000 compounds, 0.37% hits; AID 720551;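 active = maximum activity change below -70%; inconclusive = maximum activity change between -70% and -50%; inactive = maximum activity change above -50%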; note: % is set by controls: 0 for no effect and ±100 for the full control effect
#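 U2OS cells were transduced with wild-type KCNH2 virus (2.03 x 10^8 / mL) for 4 h at room temperature, then cultured overnight at 37 C. Thallium flux was read with FluxOr dye. Rate constants were normalized to DMSO controls.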
# GALK inh: blocks human galactokinase activity; Purified GALK, Kinase-Glo residual ATP luminescence; Potency, µM (highest dose often 57.5 µM), for inactives: at the highest dose activity change, negative = inhibition, hits mostly inhibitors; P51570; 270,000 compounds, 0.007% hits; AID 1868; note: potency is the fitted concentration of half-maximal effect; % is set by controls: 0 for no effect and ±100 for the full control effect
#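 Galactose (100 uM) and ATP (35 uM) were turned over by 5 nM GALK for 1 h at RT. Kinase-Glo Plus then converted the remaining ATP into a luminescent signal.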
# The depositor's hits bear a star; ? = inconclusive; / = not tested or not shown; & = joins results of further samples; [ ] = another dose, or the depositor's remark. Unless noted, calls come from the whole dose curve; as a rule, active = well fitted curve in the direction sought with a large enough effect; inconclusive = small, poorly fitted or top-dose-only effect, or another doubt; inactive = no such curve, though single readings can be large; an effect the other way counts as inactive or inconclusive. Only part of the results is shown; rates above refer to the full screens.
SMILES,CXXC DNA block,TCR activator,Giardia kill,BCR signal inh,TSHR antagonist,Tb PFK block,FBPA coupling cs,AT treatment,hERG WT inh,GALK inh
C[C@H](NC(=O)N1C[C@H]2C[C@@H](C1)c1cccc(=O)n1C2)C(=O)Nc1ccccc1F,5.0%,-1.4%,5.0,-6.9%,-2.9,0.0%,0.3,-5.9%,5.1,/
COP(=O)(OC)C(O)C(Cl)(Cl)Cl (configuration not stated),4.5%,/,/,?,3.8,1.9%,2.5,-4.9%,/,1.5%
COC(=O)C1=C(c2ccc(F)cc2F)C[C@@H]2CC[C@H]1N2C(=O)N1CCCC1,/,5.9%,-3.2,-0.6%,-1.8,-3.0%,/,14.0%,-15.9,/
c1cncc(CNCCc2c[nH]c3ccccc23)c1,-1.1%,5.7%,19.0,-1.0%,-3.7,0.3%,1.5,3.1%,0.0,6.8%
COC(=O)C1=C(c2c(C)noc2C)C[C@@H]2CC[C@H]1N2C(=O)NCCOc1ccccc1,/,-11.3%,5.2,-1.8%,6.0,-13.5%,/,9.4%,3.4,/
O=C1CN(C(=O)COC(=O)Cc2ccccc2)c2ccccc2N1,4.6%,-1.3%,-11.8,-0.1%,-3.1,9.1%,4.9,-1.5%,/,15.8%
CN1CCC2(CC1)C(C#N)=C(N)NC(S)=C2C#N,58.7%&42.1%[activator],1.4%,?,?,28.4&-0.2,1.0%&0.4%,-14.8&-11.9,5.1%&-3.5%,-2.1&7.7,-1.6%&-0.2%
CCOC(=O)C(O)(c1ccc(N=c2ccccn2C)cc1)C(F)(F)F (configuration not stated),-0.6%,16.0%,0.9,0.1%,-0.9,1.8%,-0.1,-5.4%,10.3,-2.0%
CCOc1cc2c(cc1OCC)-n1cccc1C(c1ccc(OC(F)F)cc1)NC2 (configuration not stated),-14.6%,-2.9%,41.4[activator],-16.0%,6.3,1.0%,1.3,-3.3%,-13.3,0.1%
N#Cc1ccccc1OCC(=O)N1CCN(CC(=O)Nc2ccc(F)cc2)CC1,/,-0.5%,-10.5,?,7.2,-3.4%,/,-0.8%,31.5,/
COc1ccc(CC(=O)Nc2cc(Cl)ccc2C(=O)O)cc1,-2.2%,-2.6%,-16.1,-19.5%,-9.1,1.3%,0.6,8.9%,3.5,-6.3%
Nc1ccc2ccc3cccc[n+]3c2c1,?,-7.7%,?,1.0%,1.1,-9.6%,-7.0,-1.9%,9.8,-6.0%
Cc1ccc(OCC(=O)N2CCN(Cc3ccc4c(c3)OCO4)CC2)cc1,8.6%,1.8%,-4.7,0.7%,7.3,0.4%,1.8,12.5%,1.6,11.1%
COc1ccccc1C(=O)Nc1ccc2c(c1)CC1(C(=O)N(C)C(=O)N(C)C1=O)C1CCCN21 (configuration not stated),6.4%,9.9%,-9.5,-9.2%,-2.5,-1.1%,/,-2.9%,4.9,-5.2%
Cc1c(C(c2ccc(O)cc2)c2c(O)c3ccccc3oc2=O)c(=O)n(-c2ccccc2)n1C (configuration not stated),-3.3%,1.3%[46.1 µM],28.3,?,10.4,-6.6%,9.6,2.4%,-0.6,-0.1%
N#C/C=C/C#N,/,12.2%,2.3,-2.6%,-3.0,1.7%,/,1.2%,4.2,/
Cc1ccccc1Cn1cnc2c(oc3ccccc32)c1=O,11.9%,6.3%,-16.3,?,-6.2,1.4%,2.0,4.1%,7.1,-2.0%
COc1ccc(NC2=NCCCS2)cc1OC,16.4%,1.0%,4.4,-4.3%,-0.3,0.2%,-1.6,3.9%,-2.0,1.5%
CC1=CC(=C2C(=O)NC(=O)NC2=O)C=C(C(F)(F)F)N1C(C)C,-0.8%,0.4%,-1.3,1.7%,1.3,1.9%,6.7,4.3%,4.9,-0.3%
Cc1nn(Cc2ccccc2)c(C)c1C(=O)O,-15.4%,3.4%,-2.1,-1.0%,-1.6,6.7%,-1.4,4.5%,-6.9,-1.3%
Fc1ccc(N2CCN(Cc3ccc4c(c3)OCO4)CC2)cc1,5.8%,/,20.5,-0.9%,2.9,-6.7%,3.4,-6.6%,42.8,1.9%
CCOC(=O)C1SC2(C(F)F)CC1(O)c1c(c(OC)c3occc3c1OC)O2 (configuration not stated),-5.4%,-1.3%,1.9,6.0%,-1.8,2.7%,0.9,-0.7%,-20.4,-4.1%
O=C(Cn1nc(-c2ccc(Cl)cc2)ccc1=O)N1CCC2(CC1)OCCO2,0.9%,10.8%,-3.6,-11.6%,-0.1,3.1%,-0.1,0.3%,4.9,-0.8%
COC(=O)c1ccccc1OP(=O)(c1cccc([N+](=O)[O-])c1)c1cccc([N+](=O)[O-])c1,3.0%,6.2%,-15.6,0.0%,7.0,1.9%,2.2,-5.1%,-1.7,3.0%
CCN(C(=O)COC(=O)C(O)(c1ccccc1)c1ccccc1)c1c(N)n(Cc2ccccc2)c(=O)[nH]c1=O,/,-1.1%,10.8,-8.5%,10.1,-8.4%,/,11.9%,3.2,/
O=C(NC[P+](=O)O)OCc1ccccc1,-3.6%,-4.8%,-7.2,-0.3%,-0.1,-6.3%,3.4,3.5%,10.8,-1.9%
Cn1cc(C=C2C(=O)NC(=O)NC2=O)c2ccccc21,?,-2.6%,23.0,-5.8%,13.5,3.8%,-0.9,2.0%,-14.2,/
Cn1c(O)c(C2=NNC(c3ccc(Cl)cc3)C2)c(=O)n(C)c1=O (configuration not stated),0.1%,1.6%,-16.1,?,8.5,-4.0%,-3.5,3.6%,-5.4,-0.2%
CN1CCN(Cc2cn(C)c3ccccc23)CC1CCO (configuration not stated),4.1%,9.9%,-2.9,-2.1%,-3.0,0.2%,4.7,3.2%,2.2,2.4%
COC(=O)C1=C(c2ccccc2OCc2ccccc2)C[C@@H]2CC[C@H]1N2C(=O)NCc1ccc(C(F)(F)F)cc1,/,-3.4%,31.5[activator],1.4%,-16.2,-2.4%,/,-5.3%,-13.8,/
CCC1(C(=O)c2ccccc2)C2c3ccccc3OC(=O)C21C(C)=O (configuration not stated),-6.3%,-6.9%,-22.0,2.4%,-2.2,-0.1%,0.0,-7.7%,2.0,0.6%
CCOP(=O)(OCC)C(O)c1ccc2c(c1)OCO2 (configuration not stated),-4.2%,1.1%,-29.2,1.8%,-2.5,0.1%,2.5,11.5%,6.5,-0.7%
CCC(C)N1C(=O)/C(=C\c2ccc(N3CCCCCC3)cc2)C(=O)NC1=S (configuration not stated),15.5%,-1.0%[46.1 µM],30.5[activator],1.2%,0.9,0.7%,0.9,0.8%,1.0,-0.1%
CN1C2CCC1/C(=C/c1ccccn1)C(=O)/C2=C\c1ccccn1,2.0%,-1.6%[46.1 µM],-14.9,?,5.7,7.8%,3.6,1.1%,0.5,2.0%
COc1ccc2c3c1OC1CC(O)C=CC31CCN(C)C2 (configuration not stated),-8.3%&10.2%,5.5%&-0.5%,5.2&4.9,-0.7%&-1.9%,4.8&11.4,1.6%&5.8%,-4.3&0.4,5.5%&1.5%,-7.6&-2.8,4.5%
Cc1ccc(C(O)(c2ccc(C)c(C)c2)C2CN3CCC2CC3)cc1C (configuration not stated),-12.1%,-4.1%,-3.9,?,0.2,0.0%,3.5,-2.3%,4.2,2.6%
O=CNc1ccc(OP(=O)(Oc2ccccc2)Oc2ccccc2)cc1,6.5%,-23.9%,1.5,-2.9%,-4.0,0.2%,-2.0,7.9%,3.1,12.2%
CN(C)C(=O)Oc1cccc(NC(=O)N2CCOCC2)c1,-4.7%,3.1%[46.1 µM],12.5,-4.0%,20.3,-1.4%,-0.1,-2.0%,8.9,-2.5%
CCN1CCN(Cc2cc(OC)c(OC)cc2[N+](=O)[O-])CC1,-0.6%,1.9%,7.7,?,14.3,-17.6%,9.3,12.4%,-1.4,3.8%
O=C(OCCN1CCOCC1)C1(c2ccccc2)CCCC1,29.0%,0.1%,3.9,3.6%,6.2,-3.5%,-2.2,-1.6%,-1.0,0.2%
CC(Cc1ccccc1)NC(N)=O (configuration not stated),-4.2%,4.4%,-10.3,-7.3%,-5.3,-0.1%,0.0,3.7%,-10.1,-1.6%
COc1cc(/C=C/c2nc3ccccc3c(=O)n2-c2ccccc2O)ccc1O,?,-0.2%,-1.8,?,49.4,-2.7%,-18.3,-5.4%,6.5,6.0%
CCN(CC)CCCOC(=O)C(OC(C)C)(c1ccccc1)c1ccccc1,-0.6%,1.5%[46.1 µM],-20.2,?,4.6,-0.8%,-1.1,-4.2%,56.6,-2.0%
COc1ccc2c(c1)/C(=C/c1cnc[nH]1)C(=O)N2,-5.2%&4.7%,-0.5%,-22.8,?,-14.1&-3.3,0.7%,0.0&-0.3,-7.0%,10.2,/
O=[N+]([O-])c1ccc(N2CCCCC2)c2ncccc12,0.8%,-14.1%,-22.0,?,-8.5,-2.8%,-17.8,-6.2%,-1.9,-1.1%

# Screens as filed in PubChem.
